AI-2 QS mod – Vibrio harveyi AI-2 quorum sensing modulation; Vibrio harveyi JMH597 AI-2 luminescence/OD600 ratio, 9 h; stronger effect = lower value; strain lacks LuxN and CqsS sensors; 0 = neutral-control median; activity change, % at 7.5 µM; hit rate 0.4% among 300,000; AID 2094; in the data active = activity change below about -75%, passing the limit was not always enough; inconclusive = no clear call, values can overlap the other calls;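 also: luminescence divided by OD600 gain over 9 h not by final OD600 alone; inactives centre near 13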
HSP90 refold inh – HSP90 refolding inhibition in rabbit reticulocyte lysate; luciferase refolding luminescence, 3 h; inhibition, % at 5.6 µM; hit rate 0.91% among 290,000; AID 1789;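 active = inhibition above the screen-wide mean plus 3 SD, computed separately per campaign, cut at about 16% in these data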;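 also: 0% = DMSO wells and 100% = 60 µM geldanamycin wells; inhibitors lower the luminescence because luciferase stays unfolded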
Dyrk1A ADPGlo – inhibitors of rat Dyrk1A kinase; ADP-Glo luminescence, NFATc1 peptide; inhibition, % at 12.5 µM; Q63470; AID 504441; hit rate 0.43% among 310,000; in the data active = inhibition above about 50%;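 also: plate controls were vehicle with enzyme for no effect and no enzyme for full effect; many of its hits are not listed in these tables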
HDAC3 inh – blocks human histone deacetylase 3; AID 2718; inhibition, % at 8.3 µM; O15379; recombinant HDAC3, fluorogenic peptide/trypsin coupled, fluorescence; hit rate 0.15% among 320,000; in the data active = inhibition above about 26%, passing the limit was not always enough; inconclusive = no clear call, values can overlap the other calls
Target sequence (O15379 whole entry, looked up): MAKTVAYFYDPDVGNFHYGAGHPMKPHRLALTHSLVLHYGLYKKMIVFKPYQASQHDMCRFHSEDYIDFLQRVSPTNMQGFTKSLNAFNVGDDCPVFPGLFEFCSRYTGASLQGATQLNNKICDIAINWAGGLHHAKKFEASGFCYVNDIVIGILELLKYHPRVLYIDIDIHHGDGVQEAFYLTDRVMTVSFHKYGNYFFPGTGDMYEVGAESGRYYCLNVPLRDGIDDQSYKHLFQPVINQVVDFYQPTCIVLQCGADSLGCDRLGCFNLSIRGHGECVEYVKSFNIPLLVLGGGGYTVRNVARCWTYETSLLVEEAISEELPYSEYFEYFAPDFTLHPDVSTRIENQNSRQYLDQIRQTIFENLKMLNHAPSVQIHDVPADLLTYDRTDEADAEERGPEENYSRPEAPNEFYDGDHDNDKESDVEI
HSF-1 act – increases HSF-1 driven luciferase reporter signal | hit rate 1.7% among 300,000 | activation, % at 9 µM | AID 504408 | NIH3T3-HGL HSF-1 luciferase reporter, MG132, 8 h; 100% = twice DMSO control signal;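 active = mean replicate activation of at least 50% with a set share of replicates each reaching 50%; inconclusive = only one of those two conditions met; inactive = mean below 50% and too few replicates reaching it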;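 also: 0% = median of the neutral control wells and 100% = twice that signal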
HSF1 inhib – HSF1 inhibition; NIH3T3-HGL HSE-luciferase, MG132-induced, luminescence 8 h; stronger effect = lower value; activity change, negative = inhibition, % at 7.5 µM (by protocol); hit rate 0.77% among 300,000; AID 2098;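 active = more than half of replicate wells show activity change below -50%, luminescence cut by over half; inconclusive = some wells, but at most half, below -50%; inactive = no replicate well below -50%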;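 also: luciferase reports HSF-1 transcriptional activity via heat shock element; 0% = median of DMSO wells and -100% = zero luminescence signal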
PolyA inh – yeast polyadenylation inhibition | hit rate 0.02% among 300,000 | calls only at 12 µM | S. cerevisiae SKY197-pL101 polyadenylation reporter, beta-gal luminescence; efflux-impaired pdr1/pdr3 knockout yeast; score 100 = 6 SD above DMSO | AID 1875;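 active = lowest replicate activity score at least 50, where 100 means six control SD above control mean; inconclusive = lowest score under 50 but half or more replicates reach 50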;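 also: yeast exposed to compound for 9 h at 30 °C; higher score means more reporter readthrough which indicates perturbed polyadenylation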
GSK3A inh – blocks human GSK-3 alpha kinase; P49840; ADP-Glo luminescence, 60 min; inhibition, % at 10 µM; hit rate 0.1% among 320,000;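 in the data active = inhibition above about 50%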;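 also: GST-tagged GSK-3 alpha with peptide substrate and 25 µM ATP; 0% = DMSO neutral wells and 100% = GW8510 positive control wells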
GSK3B inh – blocks human GSK3beta kinase activity; P49841; GST-GSK3beta kinase, ADP-Glo luminescence, 60 min; stronger effect = lower value; activity score (negative = inhibition), % at 10 µM; hit rate 0.038% among 300,000; AID 2097;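 active = more than half of replicate wells score below -50%, meaning over 50% inhibition versus plate controls; inconclusive = some replicates but at most half score below -50%; inactive = no replicate scores below -50%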;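 also: 0% = median DMSO wells and -100% = median GW8510 positive control wells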
Target sequence (P49841 whole entry, looked up): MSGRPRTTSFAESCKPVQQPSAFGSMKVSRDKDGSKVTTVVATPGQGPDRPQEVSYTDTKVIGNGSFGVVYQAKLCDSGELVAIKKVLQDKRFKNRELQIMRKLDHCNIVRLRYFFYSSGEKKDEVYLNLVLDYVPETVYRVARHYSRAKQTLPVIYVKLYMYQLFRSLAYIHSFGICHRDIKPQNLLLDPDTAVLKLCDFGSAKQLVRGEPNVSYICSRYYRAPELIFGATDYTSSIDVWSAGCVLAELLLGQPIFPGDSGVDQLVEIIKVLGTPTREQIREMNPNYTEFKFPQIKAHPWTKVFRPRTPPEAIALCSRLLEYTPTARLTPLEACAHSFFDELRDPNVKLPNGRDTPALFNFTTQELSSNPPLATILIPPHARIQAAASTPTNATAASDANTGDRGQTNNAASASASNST
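Test system: GST-fused GSK3beta enzyme, cell-free | Quantity: 1.6 ng GST-GSK3beta enzyme per well | Reagent: 25 µM ATP with peptide substrate | Schedule: 60 min enzyme reaction, room temperature | Signal: Luminescent ADP-Glo measurement of ADP formed | Read-out basis: Score relative to plate controls | Control set: DMSO and 20 µM GW8510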
Platelet DG rel – platelet dense granule release activity; human platelet-rich plasma, SFLLRN dense granule ATP release, luminescence; inhibition, %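 (compounds screened at 7.5 µM in platelet-rich plasma)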; hit rate 0.22% among 300,000; AID 1663;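 active = mean replicate score, as percent of positive control, at or above 50; inconclusive = mean below 50 but at least one replicate at or above 50; inactive = mean and every replicate below 50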
Active calls of the source: *; i = inactive; ? = inconclusive; / = not tested or not shown.

SMILES	AI-2 QS mod	HSP90 refold inh	Dyrk1A ADPGlo	HDAC3 inh	HSF-1 act	HSF1 inhib	PolyA inh	GSK3A inh	GSK3B inh	Platelet DG rel
CCOC(=O)c1cnc2c(ccc3ccccc32)c1N	27	-5	-3	12	29	33	i	-4	-1	13
COc1cc(-c2cc(=O)c3c(O)c(OC)c(OC)c(O)c3o2)ccc1O	19	-4	80*	3	-6	4	i	42	-26	9
Cc1c(C(=O)NCc2ccccn2)oc2ccc(S(=O)(=O)N3CCOCC3)cc12	11	1	-4	-1	1	-1	i	-2	-24	-10
COc1ccc2oc(C(=O)OCC(=O)NCCN3C(=O)CSC3=O)c(C)c2c1	27	0	5	-13	-9	4	i	7	-1	-3
CN(C(=O)COC(=O)c1cnc(Cl)c(Cl)c1)C1CCS(=O)(=O)C1 (stereo not drawn)	3	0	-5	-2	-2	-2	i	-2	-10	1
COCCN1CCN(C(=O)c2ccc3nc(Cc4ccc(OC)c(OC)c4)oc3c2)CC1	22	-2	1	5	-17	-11	i	-9	-1	6
O=C(Nc1nccs1)c1cc(-c2ccccc2)nn1-c1ccccc1	7	5	8	-4	-6	-4	i	0	1	-3
COc1ccc(N2CCOCC2)c(NC(=O)c2cccs2)c1	20	-4	4	6	-27	-15	i	2	-1	0
O=C(NCc1cccnc1)C1CC(=O)N(c2ccc(Cl)cc2)C1 (stereo not drawn)	14	-4	1	4	7	-2	i	1	-2	1
COC(=O)Nc1ccc(S(=O)(=O)N2CCCC(C(=O)N3CC(C)OC(C)C3)C2)cc1 (stereo not drawn)	50	-4	5	-4	-1	-2	i	-2	0	2
Cc1cc(C)cc(NC(=O)CCN2CCCC2)c1	12	0	-3	4	0	-5	i	-4	4	-6
CC(NC(=O)CNC(=O)c1sc2ccccc2c1Cl)c1cccnc1 (stereo not drawn)	/	-2	1	1	13	3	i	-1	/	9
O=C1CC(N(CCc2ccccc2)C(=S)Nc2ccccc2)C(=O)N1c1ccccc1 (stereo not drawn)	-3	3	-5	14	24	12	i	1	0	-3
CC1CN(c2oc(Cc3cccc4ccccc34)nc2C#N)CC(C)O1 (stereo not drawn)	23	3	-8	-10	1	-1	i	-2	1	-1
CCCCC(=O)NCc1ccc(F)cc1	17	7	-7	-4	26	-15	i	-1	3	0

Single records, from the list above. Screens in order: AI-2 QS mod	HSP90 refold inh	Dyrk1A ADPGlo	HDAC3 inh	HSF-1 act	HSF1 inhib	PolyA inh	GSK3A inh	GSK3B inh	Platelet DG rel
Shown for COc1ccc2oc(C(=O)OCC(=O)NCCN3C(=O)CSC3=O)c(C)c2c1 = 27	0	5	-13	-9	4	i	7	-1	-3
Shown for Cc1c(C(=O)NCc2ccccn2)oc2ccc(S(=O)(=O)N3CCOCC3)cc12 = 11	1	-4	-1	1	-1	i	-2	-24	-10
Shown for O=C(NCc1cccnc1)C1CC(=O)N(c2ccc(Cl)cc2)C1 (stereo not drawn) = 14	-4	1	4	7	-2	i	1	-2	1
Shown for CC1CN(c2oc(Cc3cccc4ccccc34)nc2C#N)CC(C)O1 (stereo not drawn) = 23	3	-8	-10	1	-1	i	-2	1	-1
Shown for COc1cc(-c2cc(=O)c3c(O)c(OC)c(OC)c(O)c3o2)ccc1O = 19	-4	80*	3	-6	4	i	42	-26	9

Other entries.
SMILES	AI-2 QS mod	HSP90 refold inh	Dyrk1A ADPGlo	HDAC3 inh	HSF-1 act	HSF1 inhib	PolyA inh	GSK3A inh	GSK3B inh	Platelet DG rel
COc1ccc(C(=O)n2cnc(N)n2)cc1	-9	-5	9	71*	-13	-10	i	-4	5	0
COc1ccc(C(=O)COC(=O)c2cc(S(=O)(=O)NCc3ccccc3)ccc2O)cc1	19	0	2	2	13	4	i	-1	-6	7
COc1cc(OC)cc(-c2nc3ccccc3c(=O)n2NC(=O)c2cccnc2Cl)c1	14	2	-5	-6	4	-4	i	0	-2	18
CC(=O)Nc1cccc(Cl)c1C(=O)O	15	0	-10	4	5	0	i	-2	5	-7
Cc1cccc(-c2cc3nc(C)cc(NCCCN(C)C)n3n2)c1	28	-1	1	-11	5	4	i	0	1	-19
Cc1ccccc1OCCC(=O)OCC(=O)NC1CC1	14	/	2	2	-12	-4	i	-2	1	6
COc1ccc(/C(C)=N/N=C(N)N)c(O)c1	14	1	-1	2	/	/	i	-1	0	-2
Cc1nn(CC(=O)Nc2ccc3c(c2)nc(CCN2CCCCC2)n3C)c(=O)c2ccccc12	30	3	-2	/	53*	40	i	/	-3	6
CCc1ccc(-c2cc(C)no2)cc1S(=O)(=O)Nc1ccccn1	10	-2	1	0	5	4	i	-1	-1	6
CC(=O)Nc1ccc(NC(=O)COC(=O)c2c3c(nc4ccccc24)CCN(Cc2ccccc2)C3)cc1	18	2	-4	0	12	-1	i	0	-2	-2
COc1ccc(C(=O)NNC(=O)c2ccccc2[N+](=O)[O-])cc1[N+](=O)[O-]	9	-2	/	5	9	1	i	-1	1	2
O=C(Oc1ccc2c(c1)O/C(=C\c1ccncc1)C2=O)c1ccccc1	15	-3	-3	7	4	3	i	7	-6	19
CCCCCCSC1=C(C#N)C(c2ccc(C)o2)CC(=O)N1 (stereo not drawn)	11	-4	9	2	1	-7	i	-2	3	-2
Nc1ccccc1N1CCN(C(=O)c2ccccc2)CC1	2	0	2	6	-47	-27	i	-3	-1	-7
CC(C)[C@H]1CN=C2N(CCNC(=O)CCC3CCCCC3)[C@H](Cc3ccc(O)cc3)CN21	9	1	2	2	-6	2	i	1	3	-6
O=C(NC12CC3CC(CC(C3)C1)C2)C1CC(=O)N(c2ccccc2)C1 (stereo not drawn)	17	-6	3	-1	5	-5	i	0	0	-6
O=C(O)CCCC(=O)Nc1ccc(C(=O)NCc2cccnc2)cc1	/	-3	-1	4	-23	-1	i	-1	/	1
CCn1c(CC(=O)Nc2ccccc2F)nnc1SCC(=O)NC1CCCC1	17	2	-1	-3	-8	-4	i	-2	0	-5
O=C(Nc1ccc(F)cc1)Nc1cc(OCC(F)(F)F)cc(OCC(F)(F)F)c1	16	4	-2	12	-24	-13	i	-1	2	-4
CCOC(=O)N1CCN(S(=O)(=O)c2ccc(OCC)cc2)CC1	17	3	0	0	-6	-6	i	-1	1	-4
COc1ccccc1NC(=O)C1=C(C)Nc2nnnn2C1c1ccncc1 (stereo not drawn)	17	-2	-4	3	1	2	i	0	-2	12
O=C1CC2(CCN(C(=O)c3cccc([N+](=O)[O-])c3)CC2)Oc2ccccc21	23	/	-7	/	-5	-8	i	/	2	1
CCOC(=O)CN(C(=O)CSc1nnc2c(n1)[nH]c1ccccc12)c1ccccc1	31	-1	1	6	17	9	i	-1	3	-4
C=CCOc1c(Br)cc(/C=N\n2nnnc2N)cc1OC	16	6	2	-1	10	-5	i	-1	-3	1
COc1ccc(-n2c(C)nc3c(cnn3-c3ccc(C)cc3)c2=O)cc1	13	2	0	7	8	-5	i	-2	1	-6
CCCCCCC(=O)Nc1nnc(CC)s1	-7	4	-6	-3	12	-1	i	4	-2	5
COc1cc(N=Cc2c(CO)cnc(C)c2O)cc(OC)c1OC	1	3	-4	-4	9	-1	i	6	-1	1
COc1ccccc1NC(=O)C1=C(C)Nc2ncnn2C1c1ccc(C)o1 (stereo not drawn)	9	0	-1	-2	29	2	i	3	0	-1
CCCN(CCC)C(=O)C[n+]1cccc(/C=N/O)c1	19	2	-2	1	-9	-5	i	-2	1	8
CCCc1nc(SCC(=O)NC2CCCC2)c2ccccc2n1	2	-3	4	13	8	11	i	0	-1	-5
Cc1cc(C)c(NC(=O)C2CCCN(S(=O)(=O)c3c(C)noc3/C=C/N(C)C)C2)c(C)c1 (stereo not drawn)	6	1	2	3	-13	1	i	-1	1	12
Cc1cc(/C=N\NC(=O)c2cccs2)c(C)n1-c1ccc2ncccc2c1	6	2	14	3	7	-10	i	25	2	4
CCOc1ccc(NC(=O)CN(C)C(=O)c2ccc(N3CCCC3)c([N+](=O)[O-])c2)cc1OCC	38	/	12	-3	-57	-42	i	2	-4	-9
Cc1nonc1C(=O)N/N=C/c1ccc(O)cc1	22	2	20	-2	29	7	i	22	-2	103*
COc1ccc(F)cc1C(=O)C1CCCN(Cc2ccc(Sc3nncn3C)o2)C1 (stereo not drawn)	0	1	-2	-3	-2	5	i	-1	5	-6
CCN1CCN(CCC2Oc3cc([N+](=O)[O-])ccc3NC2=O)CC1 (stereo not drawn)	-1	5	/	-3	5	6	i	2	-2	1
Nc1cccc(-n2nnnc2CN2CCOCC2)c1	5	-4	-1	?	-12	-4	i	1	0	-3
O=C(O)COc1ccc(C(NC(=O)c2c(F)cccc2F)NC(=O)c2c(F)cccc2F)cc1	17	1	0	5	-2	1	i	2	-1	2
COc1cc(/C=C2\N=C(c3ccccc3)OC2=O)ccc1OCc1c(C)no[n+]1[O-]	6	-2	-82	-1	6	-5	i	-1	-4	2
O=C(NCc1ccccc1)c1nc(-c2cccs2)no1	-61	2	4	12	8	5	/	0	2	3
COCC(=O)Nc1nnc(SCC(=O)N2CCCCC2)s1	20	-5	-4	7	-3	-3	i	-3	3	-22
CCSc1nnc(-c2ccccc2NC(C)=O)c(=O)[nH]1	3	6	5	1	-4	-4	i	-2	2	-2
Cc1c(N(C)C(=O)c2ccccc2F)c(=O)n(-c2ccccc2)n1C	6	9	5	3	/	/	i	-2	-1	-3
COc1ccccc1N1CCN(C2CCN(C(=O)c3ccc(F)cc3)CC2)CC1	-2	0	-1	-11	16	3	i	-1	-4	14
CSCC[C@H](NC(=O)OC(C)(C)C)c1nnc(SCC(=O)Nc2ccc(C)cc2C)o1	2	-4	4	-1	17	6	i	-1	3	9
Cc1ccccc1C1CC(=O)NC2=C1C(=O)CCC2 (stereo not drawn)	12	3	-14	3	14	-6	i	2	2	15
COc1ccccc1N1CCN(c2ccc([N+](=O)[O-])nc2)CC1	11	-6	-2	-2	19	3	i	-3	1	-4
CCN(CC(=O)Nc1ccc(OC)cc1)C(=O)Cc1cccs1	6	/	2	-2	2	-4	i	-4	0	10
COc1ccc(CNc2nccs2)cc1OC	13	0	-2	7	-4	1	i	-1	0	1
C=C1CCN([C@@H](CC(C)C)C(=O)NCc2ccc(Cl)cc2)S(=O)(=O)c2ccccc21	6	/	/	13	-7	7	i	0	2	9
COc1cccc(CN2CCNC(=O)C2CC(=O)N(C)CCc2ccccn2)c1 (stereo not drawn)	10	0	3	4	-32	-10	i	2	-2	-2

Compound activity deposited in PubChem by several laboratories.

Only part of the results is shown; the hit share may differ from the screen's.
